Screening data from PubChem.
p53 reactivator: re-activators of mutant p53; 0.063% of 320,000 active; AID 504706; H1299 p53-A138V BP100-luciferase reporter, luminescence, 24 h; Potency, µM (titrated, usually from 92.2 µM), for the others: at the highest dose activity change, positive = activation, most hits filed as activators; further: potency means the concentration at half of the fitted maximal effect; % of control where 0% means no effect; nearly all actives have a fitted effect of over 45% in size
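p53-null H1299 cells stably carrying temperature-sensitive p53-A138V and a BP100-luciferase reporter were pinned with compounds (4-point, 1:5 series) and held 24 hrs at 37 deg C. Luminescence was read 10 min after detection reagent.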
PKM2 activator: increases activity of human pyruvate kinase M2; purified PKM2, Kinase-Glo ATP luminescence, activation; response scale: 0% is enzyme alone, no compound; Potency, µM (top dose mostly 57.5 µM), for the others: at the highest dose activation, actives largely listed as activators; 0.34% of 260,000 active; further: potency means the concentration at half of the fitted maximal effect; on the % scale 0 is the no-effect control and ±100 the full control effect; nearly all actives have a fitted effect of over 55% in size
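Purified hPK-M2 (>95%) run at intermediate activity with 0.1 mM ADP and 0.5 mM PEP in 50 mM imidazole pH 7.2, KCl, MgCl2; 1 h room temperature. ATP formed read by Kinase-Glo luminescence; normalized to uninhibited and no-enzyme controls.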
ELG1 genotox: inducers of genotoxicity in HEK293T ELG1-luciferase cells; HEK293T ELG1-luciferase reporter, luminescence, 16 h; Potency, µM (highest dose often 46 µM), for inactives: top-dose activity change, positive = activation, most hits filed as activators; 1.3% of 330,000 active; further: potency means the concentration at half of the fitted maximal effect; % of control where 0% means no effect; nearly all actives have a fitted effect of over 60% in size
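16 hr compound incubation (37 °C, 5% CO2) of HEK293T cells carrying luciferase-tagged ELG1; luciferase then measured by ONE-Glo luminescence after 30 min at RT.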
VP16 counter: inhibits Gal4-VP16 luciferase reporter, ROR gamma counter-screen; Drosophila S2 Gal4-VP16 UAS-luciferase, luminescence, 20 h; Potency, µM (top dose mostly 53.6 µM), inactives show top-dose activity, negative = inhibition, actives largely listed as inhibitors; 3.5% of 310,000 active;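 further: Gal4-VP16 expression switched on by copper sulfate through the metallothionein promoter; potency means the concentration at half of the fitted maximal effect; on the % scale 0 is the no-effect control and ±100 the full control effect; nearly all actives have a fitted effect of over 50% in size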
Giardia kill: kills Giardia lamblia; Giardia lamblia trophozoite viability; 0.15% of 340,000 active; activity change, % at 7.66 µM, hits read low; AID 540267; in the data active means activity change below about -80%; inconclusive means between about -30% and that limit;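 further: parasites exposed to compound for two days anaerobically before the ATP read; on the % scale 0 is the no-effect control and ±100 the full control effect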
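Giardia trophozoites, 100 cells per well, were exposed to compounds for 48 hrs at 37 deg C under anaerobic conditions; viability was then read as ATP content by bioluminescence after 15-30 min at room temperature.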
FLuc modulator: counter-screen for miR-21 project: firefly luciferase inhibitors or activators; purified FLuc, Km substrates, luminescence inhibition; 6.9% of 360,000 active; Potency, µM (doses to about 57.5 µM), inactives show top-dose activity change, negative = inhibition, usual class: inhibitors; P08659;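 further: potency means the concentration at half of the fitted maximal effect; plate controls were vehicle for no effect and reference inhibitor for full effect; nearly all actives have a fitted effect of over 55% in size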
Target sequence (P08659 whole entry, looked up): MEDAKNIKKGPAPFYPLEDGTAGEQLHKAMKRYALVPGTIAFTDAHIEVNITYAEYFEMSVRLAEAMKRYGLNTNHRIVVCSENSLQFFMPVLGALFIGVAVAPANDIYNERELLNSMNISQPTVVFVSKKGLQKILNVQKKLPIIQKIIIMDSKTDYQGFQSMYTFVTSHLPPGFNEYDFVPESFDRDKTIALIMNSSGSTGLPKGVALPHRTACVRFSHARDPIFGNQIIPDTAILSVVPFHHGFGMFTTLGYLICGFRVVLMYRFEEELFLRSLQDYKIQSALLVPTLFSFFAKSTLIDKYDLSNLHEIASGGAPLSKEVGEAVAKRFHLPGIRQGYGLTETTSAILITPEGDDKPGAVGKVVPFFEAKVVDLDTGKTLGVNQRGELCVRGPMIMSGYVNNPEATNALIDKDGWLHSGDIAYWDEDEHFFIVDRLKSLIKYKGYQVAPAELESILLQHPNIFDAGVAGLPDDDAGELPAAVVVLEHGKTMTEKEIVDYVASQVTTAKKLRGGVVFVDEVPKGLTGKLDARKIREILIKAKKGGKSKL
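Purified P. pyralis luciferase (10nM final) with 10uM D-luciferin and 10uM ATP (Km levels) in 50mM Tris acetate pH 7.5, 10mM Mg acetate, 0.01% Tween-20, 0.05% BSA; qHTS 6-point titration, ~60 µM downward; luminescence read.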
Rab9 prom act: activators of Rab9 promoter; Potency, µM (top dose mostly 9.22 µM), inactives show top-dose activation, negative = inhibition, hits mostly activators; AID 485297; 2.8% of 320,000 active; Huh7 Rab9 promoter-luciferase reporter, luminescence, 24 h; further: potency means the concentration at half of the fitted maximal effect; % of control where 0% means no effect; nearly all actives have a fitted effect of over 60% in size
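Huh7 reporter line, Rab9 promoter upstream of luciferase. Compound exposure 24 h at 37 °C in reduced-serum medium with 10% FBS. Read-out: luminescence.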
RORg inh: blocks mouse ROR gamma transcriptional activity; 5.4% of 310,000 active; Potency, µM (top dose mostly 53.6 µM), inactives show at the top dose activity change, negative = inhibition, most hits filed as inhibitors; Drosophila S2 Gal4-RORgamma UAS-luciferase reporter, 20 h; P51450; further: potency means the concentration at half of the fitted maximal effect; on the % scale 0 is the no-effect control and ±100 the full control effect; nearly all actives have a fitted effect of over 60% in size
Target sequence (P51450 whole entry, looked up, the tested form may be a part): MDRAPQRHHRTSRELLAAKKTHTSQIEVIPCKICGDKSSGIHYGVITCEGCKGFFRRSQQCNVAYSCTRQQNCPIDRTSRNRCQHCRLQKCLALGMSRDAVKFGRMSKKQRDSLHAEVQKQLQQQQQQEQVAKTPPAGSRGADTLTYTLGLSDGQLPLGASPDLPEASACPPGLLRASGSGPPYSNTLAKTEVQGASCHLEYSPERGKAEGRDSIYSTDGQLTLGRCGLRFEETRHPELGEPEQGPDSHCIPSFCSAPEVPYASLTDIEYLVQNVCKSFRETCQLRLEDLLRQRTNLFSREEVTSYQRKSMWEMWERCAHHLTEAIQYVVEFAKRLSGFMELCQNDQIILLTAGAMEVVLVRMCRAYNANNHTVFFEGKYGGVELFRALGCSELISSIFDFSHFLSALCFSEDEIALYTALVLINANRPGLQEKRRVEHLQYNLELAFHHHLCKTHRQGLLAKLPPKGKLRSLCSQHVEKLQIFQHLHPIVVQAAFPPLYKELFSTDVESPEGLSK
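Using a luciferase readout, inhibitors were identified by reduced reporter activity in Drosophila cells coexpressing a copper-inducible Gal4–ROR gamma fusion and UAS-driven Photinus luciferase, incubated 20 hr after 700 uM copper sulfate.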
Menin-MLL TR inh: displaces Texas Red mutant MLL peptide from human menin; AID 1768; Potency, µM (highest dose often 61.6 µM), for the others: at the top dose FP activity change, negative = inhibition, actives largely listed as inhibitors; 0.23% of 270,000 active; O00255; Menin + Texas Red MLL mutant peptide, fluorescence polarization; active means well fitted inhibition curve with a large enough effect in the polarisation, with a control signal flat, not every such curve was filed as active; inconclusive means small, poorly fitted or top-dose-only effect, or effect the other way, or a change in a side signal; inactive means no such curve, though single readings can be large or run the other way; the % refers to the polarisation; further: potency means the concentration at half of the fitted maximal effect; % of control where 0% means no effect; many of its hits are not listed in these tables
NPC1 promoter act: activators of NPC1 promoter; Huh7 NPC1 promoter luciferase reporter, 24 h; Potency, µM (doses to about 9.22 µM), inactives show top-dose activation, usual class: activators; 2.4% of 320,000 active; AID 485313;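 further: potency means the concentration at half of the fitted maximal effect; % of control where 0% means no effect; nearly all actives have a fitted effect of over 60% in size; reporter is driven by a mutant NPC1 promoter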
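Stable NPC1-promoter luciferase Huh7 line; cpd (DMSO) 24 h, 37 °C, 5% CO2; Amplite luciferase reagent 10 min RT; luminescence readout. qHTS format.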
BRCA1 expr act: activators of BRCA1 expression; MCF7-BRCA1-FFLuc reporter, luminescence, 48 h; response scale: scaled: vehicle 0%, 10 µM genistein 100%; Potency, µM (highest dose often 46.1 µM), inactives show top-dose activation, hits mostly activators; 1.1% of 380,000 active; further: potency means the concentration at half of the fitted maximal effect; nearly all actives have a fitted effect of over 80% in size; some results filed as inactive show a strong effect at the top dose
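Quantitative HTS in MCF7 cells stably reporting BRCA1 expression via firefly luciferase. Compound treatment lasts 48 h at 37 °C in phenol-red free MEM. Activation is expressed relative to genistein at 10 microM and DMSO.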
* = called active by the depositor; ? = inconclusive; . = not tested or not shown; [ ] = remark or other dose. Unless noted, the call rests on the fitted dose curve; in most records, active means well fitted curve in the direction sought with a large enough effect; inconclusive means small, poorly fitted or top-dose-only effect, or another doubt; inactive means no such curve, though single readings can be large; an effect the other way counts as inactive or inconclusive. A portion of the library; rates above refer to the full screens.

SMILES	p53 reactivator	PKM2 activator	ELG1 genotox	VP16 counter	Giardia kill	FLuc modulator	Rab9 prom act	RORg inh	Menin-MLL TR inh	NPC1 promoter act	BRCA1 expr act
Nc1c(C(=O)CSc2n[nH]c(-c3ccccc3)n2)c(=O)[nH]c(=O)n1C1CC1	4%	.	-1%	.	-9	-4%	1%	.	.	-1%	0%
Cc1ccc(C)c(NC(=O)CSc2nc3c(c(=O)n2C)SC(C)C3)c1 (configuration not stated)	-9%	-1%	-1%	-15%	-5	-2%	-1%	-23%	12%	-4%	2%
O=C(Nc1nnc(C2CC2)s1)C1COc2ccccc2O1 (configuration not stated)	7%	-3%	4.1µM*	?	0	11µM*	0.89µM*	?	-11%	2.8µM*	?
CCCCN1C(=O)c2ccccc2C1C(=O)NC1CCCC1 (configuration not stated)	-4%	1%	3%	1%	-18	3%	-2%	-13%	4%	0%	-4%
Oc1c(C(Nc2cccc(C(F)(F)F)c2)c2ccncc2)ccc2cccnc12 (configuration not stated)	3%	3%	7%	5.6µM*	7	4%	-25%	4µM*	?	-17%	-87%
Cc1nc2nc(SCC(=O)NCCCN3CCCCC3)nn2c(C)c1Cc1ccccc1	2%	0%	0%	-5%	18	0%	-1%	-4%	-17%	-6%	-22%
Cc1cccnc1NCc1ccc(O)c2ncccc12	8%	13%	0%	2.8µM*	6	-1%	-7%	?	-4%	1%	-86%
CN(C)CCCN1C(=O)CSC1c1ccc([N+](=O)[O-])cc1 (configuration not stated)	-7%	2%	-5%	4%	9	3%	-2%	-12%	9%	0%	-7%
COc1cc(C(O)c2nc3ccccc3n2C(C)C)cc(OC)c1OC (configuration not stated)	5%	1%	1%	?	-24	-3%	-16%	?	6%	2%	11%
COc1ccccc1C(=O)NNC1=C(C(=O)C(F)(F)F)CCC1	-1%	5%	4%	5µM*	-18	1%	-5%	0.56µM*	20%	-13%	-92%
O=C(NNC(=O)c1ccccc1[N+](=O)[O-])c1ccccn1	11%	-25%	-2%	2%	-10	-5%	-1%	-40%	-3%	-2%	-10%
CN(CC(=O)Nc1ccccc1C(F)(F)F)C(=O)C1CCN(C(=O)c2ccc(Cl)cc2)CC1	-1%	.	4%	.	-14	2%	0%	.	.	-3%	-7%
CCOc1ccccc1NC(=O)NNS(=O)(=O)c1cc(OC)ccc1OC	.	1%	-1%	-1%	-3	0%	1%	9%	5%	-3%	-20%
N#Cc1nc(-c2ccccc2F)oc1NC1CCCCC1	3%	0%	16%	4%	-23	?	0%	26%	14%	9%	-7%
COC(=O)C1=C(CSc2nc3ccccc3o2)NC(=O)NC1c1cc(C)ccc1C (configuration not stated)	-15%	2%	-10%	-1%	4	1%[2.3 µM]	-8%	-8%	-8%	-5%	-57%
O=C1OC(c2ccc(Br)cc2)=N/C1=C\N1CCCCC1	?	-2%	15µM*	18%	0	?	2.5µM*	0%	19%	2.2µM*	?
CC(=O)OCC1OC(OC(C)=O)C(NC(=O)c2cccnc2)C(OC(C)=O)C1OC(C)=O (configuration not stated)	?	-2%	-3%	-5%	18	-1%	-2%	-15%	-10%	5%	-29%
C/C(=C\c1ccc2c(c1)OCO2)C(=O)c1c(C)cc(C)[nH]c1=O	1%	-6%	-7%	3%	10	-1%	0%	-26%	0%	0%	1%
CCN1CCN(c2nc3sc4c(c3c(=O)n2-c2ccc(OC)cc2)CCCCC4)CC1	1%	-1%	-3%	-13%	-1	1%	1%	19%	?	3%	2%
NS(=O)(=O)c1ccc(N/N=C/c2cn(-c3ccccc3)nc2-c2ccccc2)c([N+](=O)[O-])c1	-9%	-7%	16%	-2%	-9	-2%	-48%[inhibitor]	4%	?	-29%	-75%
Cc1nnc(SCC(=O)N(C)c2ccccc2)n1-n1cccc1	-1%	.	1%	.	-2	0%	1%	.	.	0%	0%
O=C(NCC1CCCO1)C1c2ccccc2C(=O)N1C1CCCCCC1 (configuration not stated)	-6%	0%	-3%	.	2	0%	-2%	-20%[0.365 µM]	-18%	0%	-3%
O=C(Nc1ccccc1Cl)C1CCCN1C(=O)OCc1ccccc1 (configuration not stated)	-2%	.	0%	10%	-10	-2%	7%	-10%	.	0%	-6%
CCc1nc(C)cn1S(=O)(=O)c1cc(Cl)c(OC)cc1Cl	-4%	3%	-3%	0%	-1	3%	-1%	-19%	-5%	-1%	-24%
CCCCNS(=O)(=O)/C=C/c1ccccc1	3%	0%	0%	4%	-3	7%	-4%	9%	-4%	-1%	3%
CCCSC1=C(C#N)C(c2ccc(OC)cc2)C2=C(CC(C)(C)CC2=O)N1 (configuration not stated)	-4%	7%	-5%	-16%	-18	-1%	0%	?	5%	-1%	-30%
C=CCNc1nnc(SCC(=O)N2CCC(C(N)=O)CC2)s1	1%	.	1%	.	-6	-1%	10%	.	.	-5%	12%
C#CCOCCOCCOCCNc1nc(N2CCN(C(=O)[C@H]([C@@H](C)CC)n3cc(CCCCN)nn3)CC2)nc(N2CCN(C(=O)[C@H](CCCCN)n3cc(CCC(=O)O)nn3)CC2)n1	2%	.	0%	.	2	0%	10%	.	.	-2%	0%
Cc1sc2ncn(CC(=O)NCCCOC(C)C)c(=O)c2c1S(=O)(=O)N1CCN(c2ncccn2)CC1	-2%	0%	0%	-11%	-6	-2%	-5%	-19%	5%	0%	-24%
CCOc1ccc(/C(O)=C2/C(=O)C(=O)N(c3ccccn3)C2c2ccc(C)cc2)c(C)c1 (configuration not stated)	13%	.	-1%	19%	-29	2%	-2%	11%	-24%	-12%	-6%
O=C(O)C1(S(=O)(=O)CCC(F)=C(F)F)CC1	3%	-3%	3%	-7%	28	0%	3%	-2%	8%	-2%	-2%
Cc1ccc(CN(Cc2ccccn2)C(=O)Nc2ccc(C)c(C)c2)cc1	0%	.	-4%	7%	7	2%	5%	7%	?	-5%	15%
CC(=O)Nc1ccc(C(=O)NCC(=O)OCc2ccccc2F)cc1	0%	-2%	0%	-6%	7	?	-9%	-13%	5%	-6%	-1%
CCN(CC)CCN1C(=O)c2ccccc2NC1c1ccc(Br)cc1 (configuration not stated)	4%	-3%	3%	4%	12	-3%	-2%	1%	-7%	-2%	-31%
CN(C(=O)CC1C(=O)NCCN1CC(c1ccccc1)c1ccccc1)C(C1CC1)C1CC1 (configuration not stated)	-7%	8%	0%	7%	-4	4%	6%	20%	.	-7%	-22%
CCOC(=O)CCNC(C)C1COc2ccccc2O1 (configuration not stated)	3%	5%	2%	-5%	11	8%	0%	-9%	8%	-12%	-2%
COc1ccc(C(=O)Oc2c(C)occc2=O)cc1OC	-4%	-6%	8%	9%	18	-1%	-2%	22%	-16%	-1%	-24%

Given as comma-separated lines: entries from further up
SMILES,p53 reactivator,PKM2 activator,ELG1 genotox,VP16 counter,Giardia kill,FLuc modulator,Rab9 prom act,RORg inh,Menin-MLL TR inh,NPC1 promoter act,BRCA1 expr act
CCOc1ccc(/C(O)=C2/C(=O)C(=O)N(c3ccccn3)C2c2ccc(C)cc2)c(C)c1 (configuration not stated),13%,.,-1%,19%,-29,2%,-2%,11%,-24%,-12%,-6%
O=C(O)C1(S(=O)(=O)CCC(F)=C(F)F)CC1,3%,-3%,3%,-7%,28,0%,3%,-2%,8%,-2%,-2%
Cc1ccc(CN(Cc2ccccn2)C(=O)Nc2ccc(C)c(C)c2)cc1,0%,.,-4%,7%,7,2%,5%,7%,?,-5%,15%
CC(=O)Nc1ccc(C(=O)NCC(=O)OCc2ccccc2F)cc1,0%,-2%,0%,-6%,7,?,-9%,-13%,5%,-6%,-1%
CCN(CC)CCN1C(=O)c2ccccc2NC1c1ccc(Br)cc1 (configuration not stated),4%,-3%,3%,4%,12,-3%,-2%,1%,-7%,-2%,-31%
CN(C(=O)CC1C(=O)NCCN1CC(c1ccccc1)c1ccccc1)C(C1CC1)C1CC1 (configuration not stated),-7%,8%,0%,7%,-4,4%,6%,20%,.,-7%,-22%
